aDG glyco act: increases alpha dystroglycan glycosylation. Pro5-aDG cells, alpha-DG glycosylation AlphaScreen (IIH6); 0% Pro5, 100% B10-LARGE cell signal. activation, % at 10 µM. 0.22% of 360,000 active. AID 624168;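 active means activation of at least 8% versus controls, or a plate z-score of at least 8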;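 further: Pro5 are CHO cells carrying HIG-tagged alpha-DG that lacks glycosylation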
MC4R antagonist: antagonists of human melanocortin 4 receptor (MC4R) | P32245 | inhibition, % at 6.5 µM | AID 540295 | MC4R-expressing cells, MTII-stimulated cAMP, LANCE TR-FRET | 0.48% of 360,000 active;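 active means inhibition above its plate's cutoff, the mean of tested wells on that plate plus 3 SD, cut at about 29% in these data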;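 further: 0% = Melanotan II alone and 100% = Melanotan II plus saturating MCL0020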
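Material: human MC4R-expressing U2OS cells. Probe or stimulus: Melanotan II challenge. Dosing: 6.5 µM single dose. Times: 30-min compound, 1-h challenge, 1-h detection, room temperature. Technique: TR-FRET with Eu-cAMP and labeled anti-cAMP, 671 nm. Replication: singlicate.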
iPSC survival up: increases survival of single human iPS cells. hiPSC single-cell survival, ATPlite luminescence; 100% = ROCK inhibitor wells, 0% = DMSO. survival enhancement, % at 20 µM. 0.044% of 360,000 active. AID 602274; in the data active means survival enhancement above about 18%;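 further: cells exposed to compounds for 16 hours before the ATP read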
ABHD5-PLIN5 inh: inhibitors of human ABHD5-perilipin-5 interaction; Q00G26+Q8WTS1; Split G. princeps luciferase complementation, luminescence, 4 h; inhibition, % at 4 µM; 0.78% of 360,000 active; AID 602281;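 active means inhibition above the mean inhibition across every tested compound plus 3 SD, cut at about 22% in these data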;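 further: 0% = DMSO only wells and the 100% control is not disclosed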
Exocytosis inh: lytic granule exocytosis inhibition; TALL-104 LAMP-1 surface exposure, flow cytometry; cells stimulated with thapsigargin and PMA; inhibition, % at 10 µM; 0.66% of 360,000 active;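 active means inhibition above about 55%, limit read from the data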
ABCB6 inh 2: human ABCB6 transporter inhibition; Q9NP58; K562-ABCB6 porphyrin accumulation, flow cytometry, 1 h; stronger effect = lower value; fluorescence ratio to DMSO, % at 10 µM; 0.19% of 360,000 active; AID 602162;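 active means fluorescence ratio to DMSO below 75%, the collection mean minus 3 SD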;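 further: signal is porphyrin accumulated inside mitochondria; 100% equals median channel fluorescence of DMSO control wells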
Target sequence (Q9NP58 whole entry, looked up): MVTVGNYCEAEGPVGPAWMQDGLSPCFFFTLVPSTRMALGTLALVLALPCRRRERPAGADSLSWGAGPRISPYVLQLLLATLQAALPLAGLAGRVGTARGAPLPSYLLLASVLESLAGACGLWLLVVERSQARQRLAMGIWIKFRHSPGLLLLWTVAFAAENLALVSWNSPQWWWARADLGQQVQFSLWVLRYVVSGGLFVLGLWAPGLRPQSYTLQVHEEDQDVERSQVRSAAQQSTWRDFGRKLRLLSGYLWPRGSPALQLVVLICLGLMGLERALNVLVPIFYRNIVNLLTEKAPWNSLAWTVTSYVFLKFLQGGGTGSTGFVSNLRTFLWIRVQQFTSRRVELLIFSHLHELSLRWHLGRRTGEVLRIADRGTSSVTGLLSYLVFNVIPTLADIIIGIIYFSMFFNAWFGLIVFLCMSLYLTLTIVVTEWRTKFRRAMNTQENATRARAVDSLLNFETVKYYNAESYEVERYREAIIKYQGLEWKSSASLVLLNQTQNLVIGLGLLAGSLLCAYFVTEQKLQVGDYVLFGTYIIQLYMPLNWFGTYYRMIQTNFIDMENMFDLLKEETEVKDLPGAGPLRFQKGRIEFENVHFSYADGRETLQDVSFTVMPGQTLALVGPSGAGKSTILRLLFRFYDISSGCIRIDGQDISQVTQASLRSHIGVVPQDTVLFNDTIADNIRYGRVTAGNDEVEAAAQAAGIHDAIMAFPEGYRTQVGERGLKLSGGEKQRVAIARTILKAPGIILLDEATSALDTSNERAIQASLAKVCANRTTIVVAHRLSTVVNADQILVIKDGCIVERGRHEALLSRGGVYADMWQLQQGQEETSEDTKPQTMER
MC4R ag barr: activates human MC4R beta-arrestin recruitment | 0.98% of 360,000 active | activation, % at 8.9 µM | U2OS MC4R beta-arrestin complementation, luminescence; percent of melanotan II response, DMSO zero | AID 540308;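 active means activation above a per-plate cutoff, the mean activation of sample wells on that plate plus 3 SD, cut at about 8% in these data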
H9c2 protect: protects H9c2 cardiomyocytes from peroxide injury. H2O2 injury protection, ATPLite, 2 h. protection from H2O2 cell death, % at 20 µM. 0.63% of 360,000 active. AID 588492;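 active means compounds giving at least 50% protection of heart cells from peroxide-induced death in the single-dose screen, raw or plate-pattern-corrected value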;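 further: 0% = DMSO wells with peroxide and 100% = DMSO wells without peroxide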
Glyco luc inh: blocks N-linked glycosylation in D54 reporter cells | 0.23% of 360,000 active | D54 ERlucT glycosylation luciferase reporter, 24 h; percent of 100 nM tunicamycin response | reporter increase, % at 12.5 µM;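 active means mean luciferase reporter signal, scaled so untreated is 0 and the glycosylation-blocking control 100, at or above a set limit in every replicate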;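 further: luciferase carries N-glycosylation sites so blocking glycosylation raises the light; 0% = median of neutral control wells and 100% = median of 100 nM tunicamycin wells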
HTR2A ag: agonists of mouse serotonin 5-HT2A receptor (HTR2A); CHO-K1 mHTR2A beta-arrestin complementation, luminescence; percent of 30 µM serotonin response; 0.66% of 360,000 active; P35363; activation, % at 7.6 µM; AID 624169;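 active means activation above a run cutoff, the mean activation of all tested compounds plus 3 SD, cut at about 14% in these data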;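 further: 0% = plate median of compound wells and 100% = 30 µM serotonin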
Starred values were filed as active, the others as inactive; nt = no result given.

SMILES	aDG glyco act	MC4R antagonist	iPSC survival up	ABHD5-PLIN5 inh	Exocytosis inh	ABCB6 inh 2	MC4R ag barr	H9c2 protect	Glyco luc inh	HTR2A ag
CC(O)c1nc2ccccc2n1Cc1nnc(-c2ccc(Cl)cc2)o1 (stereo not drawn)	-0.1	5	-1.1	-2	4	93	-1.4	1	3	2
CNc1cc(N2CCN(S(=O)(=O)N(C)C)CC2)ccc1[N+](=O)[O-]	-0.6	7	2.0	-5	0	104	-1.7	3	-1	1
CCN(CCCCN1C(=O)c2ccccc2C1=O)c1ccc2c(c1)C(=O)N(C)C2=O	0.3	16	2.0	1	9	93	-1.9	30	-1	2
Cc1cc(-n2ccc(=O)[nH]c2=O)nc(-c2ccccc2)n1	1.2	7	-2.1	-3	-1	102	-0.2	1	0	5
COC(=O)c1ccsc1NC(=O)C1COc2ccccc2O1 (stereo not drawn)	-0.4	-1	0.3	-14	0	101	3.5	35	-1	-1
CCOc1cccc(/C=C(/C#N)c2nc3ccccc3[nH]2)c1OCC(=O)O	0.0	-5	2.0	3	2	104	-1.5	-5	-1	0
CCC(=O)c1cn(CC(=O)Nc2ccccc2Cl)c2ccccc12	-0.1	19	0.1	2	-14	169	0.0	9	1	-2
COC(=O)c1cc(OC)c(OC)cc1NC(=O)CN1CCOCC1	-0.3	13	0.5	-1	-5	94	-3.7	1	-1	2
Cc1ccc(OCC(=O)Nc2ccccc2Sc2ccccc2)c([N+](=O)[O-])n1	0.2	-4	1.0	1	4	95	2.2	-5	-2	-1
O=C(CCNC(=O)N1CC(=O)Nc2ccccc21)Nc1ccc(Br)cc1F	-0.3	19	-0.6	-1	-12	100	0.5	0	8	-2
O=C(C1CC1)N1CCc2cc(Br)cc(S(=O)(=O)NC3CCCCC3)c21	0.1	-3	1.7	-1	2	85	-2.3	-13	nt	0
CC/C(=N\NC(N)=O)c1ccc(OC(F)F)cc1	-0.1	17	-0.2	1	0	101	-0.7	-5	1	3
Cc1ccc2cccc(S(=O)(=O)N3CCN(c4ccccc4F)CC3)c2n1	-0.1	1	0.0	-8	-4	101	-1.7	-9	-3	-10
Cc1nnc(NC(=O)c2ccc3ccccc3c2)o1	-0.2	6	-1.1	3	-2	99	-1.8	-11	3	5
O=c1c2[nH]c3ccc(F)cc3c2ncn1CCCN1CCOCC1	0.1	-2	-0.1	4	11	104	3.8	0	-2	-1
Cc1ccc(NC(=S)NCc2ccc3c(c2)OCO3)cc1	-0.1	3	1.4	1	8	99	-0.3	-6	2	-1
CC12CC3CC(C)(C1)CC(C(=O)N1CCN(C(=O)C4CCCO4)CC1)(C3)C2 (stereo not drawn)	0.3	8	1.2	12	-3	95	0.3	2	3	4
CS(=O)(=O)N(CC(=O)N1CCc2ccccc2C1)c1ccc2c(c1)OCO2	0.6	-8	-2.0	10	-1	99	1.1	4	-1	2
CN(C)c1ccc(N=Nc2ccc3ncccc3c2)cc1	-0.3	16	-6.2	16	-4	98	-1.0	-17	-18	-5
O=C1NC[C@@H](CCCCN2CCN(CCc3ccccc3)C(=O)C2=O)N(CCc2ccc(O)cc2)C1=O	-0.1	nt	0.6	-1	3	92	nt	nt	nt	0
CCCCCN(C(=O)CCC(=O)OCC(=O)c1ccc(F)c(F)c1)c1c(N)n(CCCC)c(=O)[nH]c1=O	-0.2	1	-0.1	-12	-2	99	-2.9	-3	0	-11
CCOC(=O)N1CCC(NC(=O)C2CCCN(C(=O)N3CCOc4ccccc43)C2)CC1 (stereo not drawn)	0.1	4	-0.9	4	0	112	0.2	6	1	4
O=S(=O)(c1ccc(Br)s1)N1CCc2ccccc2C1	-0.1	7	2.0	-10	-2	98	-0.8	-5	-3	-2
CCOc1ccc(CC2c3cc(OCC)c(OCC)cc3CCN2C(=O)c2cc(OC)c(OC)c(OC)c2)cc1OCC (stereo not drawn)	0.3	10	-2.8	6	-1	113	-1.6	29	-8	-4
CCOC(=O)C1CCCN(C(=O)c2ccc(F)c(C)c2)CC1 (stereo not drawn)	0.1	13	1.0	-4	-3	97	1.8	6	1	1

Entries listed so far that contain an aryl methoxy group (2):
SMILES	aDG glyco act	MC4R antagonist	iPSC survival up	ABHD5-PLIN5 inh	Exocytosis inh	ABCB6 inh 2	MC4R ag barr	H9c2 protect	Glyco luc inh	HTR2A ag
COC(=O)c1cc(OC)c(OC)cc1NC(=O)CN1CCOCC1	-0.3	13	0.5	-1	-5	94	-3.7	1	-1	2
CCOc1ccc(CC2c3cc(OCC)c(OCC)cc3CCN2C(=O)c2cc(OC)c(OC)c(OC)c2)cc1OCC (stereo not drawn)	0.3	10	-2.8	6	-1	113	-1.6	29	-8	-4

(cont.)
SMILES	aDG glyco act	MC4R antagonist	iPSC survival up	ABHD5-PLIN5 inh	Exocytosis inh	ABCB6 inh 2	MC4R ag barr	H9c2 protect	Glyco luc inh	HTR2A ag
CSCCC(NC(=O)c1ccco1)C(=O)NC1CCC(C)CC1 (stereo not drawn)	0.1	5	0.5	-5	4	98	-1.6	8	-3	-5
COc1cccc(N=Nc2c(=O)[nH]n3c(=O)cc(C)[nH]c23)c1	0.0	-20	1.9	8	-4	100	-3.8	1	2	-5
Cc1ccc(N2C(=O)C(Cl)=C(N3CCCCCC3)C2=O)cc1	-0.2	3	1.1	4	3	98	-0.6	-4	-4	2
c1ccc(Nc2nn[nH]n2)cc1	-0.1	0	0.7	5	-2	98	0.8	-8	1	1
CCOC(=O)COc1ccc(C(c2c(C)[nH][nH]c2=O)c2c(C)[nH][nH]c2=O)cc1	-0.1	-2	0.3	-11	-6	94	-0.4	6	3	-2
Cc1cc(N)n(Cc2ccc(Cl)cc2)n1	0.2	-3	-0.4	-10	-5	101	-3.2	-2	0	1
Cc1ccc(S(=O)(=O)N(CC(O)CN2CCCC2)c2ccccc2)cc1 (stereo not drawn)	0.3	21	-0.4	-3	0	101	-0.5	5	-3	-3
CC(C)N(C(C)C)S(=O)(=O)c1ccc(NC(=O)c2cnccn2)cc1	-0.2	-3	-0.9	-2	1	93	-2.4	8	0	9
CC(OC(=O)CCCN=C1NS(=O)(=O)c2ccccc21)C(=O)N(C)c1ccccc1 (stereo not drawn)	0.0	3	0.2	-2	-3	98	3.4	5	0	1
CCOP(=O)(OCC)/C(C#N)=C/c1cc(OC)ccc1OC	-0.1	2	0.7	-1	-2	91	-1.4	12	2	-5
NC(=O)C1CCN(C(=O)/C=C/c2ccco2)CC1	-0.3	-4	-0.9	7	-2	127	-2.2	0	0	0
O=C(Cc1ccccc1)NNC(=O)Cc1ccccc1	0.1	9	-1.1	-6	2	100	-1.8	6	4	3
CCC(C)NC(=O)CS(=O)Cc1nc(-c2cccc(C)c2)oc1C (stereo not drawn)	0.1	4	-1.3	3	3	97	0.4	12	2	0
Cc1ccc(S(=O)(=O)N(C)C)cc1NC(=S)NCc1ccco1	-0.4	9	-0.9	-1	-2	100	3.5	6	-1	-3
COc1ccc(/C=C2\SC(=O)N(CCNC(=O)C3CSC4(C)CCC(=O)N34)C2=O)cc1 (stereo not drawn)	0.2	-2	0.4	1	0	98	-3.7	3	2	0
Cc1nn(C(C)C)c(C)c1CN1CCCC(CCC(=O)NCc2ccccc2F)C1 (stereo not drawn)	0.1	23	1.1	-1	3	113	-0.6	-2	-1	0
COC(=O)[C@@]12C[C@@H](CC(=O)N3CCN(C(=O)c4ccco4)CC3)C(=O)N(Cc3ccc4c(c3)OCO4)C1=CCC(C)(C)C2	-0.1	nt	nt	8	-9	nt	nt	nt	nt	0
c1ccc(C(c2ccccc2)N2CCN(c3ccc4ccccc4n3)CC2)cc1	-0.1	0	-0.4	-13	-2	85	1.0	-6	0	8
Cc1ccc(S(=O)(=O)N(C)c2ccc(OCC(=O)Nc3nc4ccccc4s3)cc2)cc1	-0.4	12	4.5	1	0	95	0.1	-21	-4	-2
Cc1ccc(-c2nc3ccccc3n2C)o1	-0.1	-1	-2.3	5	-1	96	-0.9	-20	nt	-2
C1CCC(Nc2nnnn2C2CCCCC2)CC1	-0.5	8	4.9	-6	2	94	1.1	4	-7	8
COCCCNC(=O)CSc1nc2ccccc2c(=O)n1Cc1ccc2c(c1)OCO2	0.1	7	-0.2	-1	-1	94	-4.2	6	-2	0
CCC(=O)N1CCC1(C)C(=O)NS(=O)(=O)c1cccc(C#N)c1 (stereo not drawn)	-0.1	-1	-2.8	2	-2	105	-2.4	-2	0	-2

Single records, as listed above.
Record of `COC(=O)[C@@]12C[C@@H](CC(=O)N3CCN(C(=O)c4ccco4)CC3)C(=O)N(Cc3ccc4c(c3)OCO4)C1=CCC(C)(C)C2` : aDG glyco act: -0.1; MC4R antagonist: nt; iPSC survival up: nt; ABHD5-PLIN5 inh: 8; Exocytosis inh: -9; ABCB6 inh 2: nt; MC4R ag barr: nt; H9c2 protect: nt; Glyco luc inh: nt; HTR2A ag: 0
Record of `O=C(Cc1ccccc1)NNC(=O)Cc1ccccc1` : aDG glyco act: 0.1; MC4R antagonist: 9; iPSC survival up: -1.1; ABHD5-PLIN5 inh: -6; Exocytosis inh: 2; ABCB6 inh 2: 100; MC4R ag barr: -1.8; H9c2 protect: 6; Glyco luc inh: 4; HTR2A ag: 3

Bioassay records: PubChem, several laboratories

The order is random (roughly 4.5% active in at least one column).
